Screening data as filed in PubChem BioAssay.
MEKK2wt PB1 HTS = raises or lowers MEK5 binding to wildtype human MEKK2 PB1 domain; Q9Y2U5; bead flow cytometry, Alexa488-MEK5 binding to MEKK2 WT; actives lie on both sides; binding response (% of control), % at 10 µM; 290,000 compounds, 1.1% hits; AID 1531; in the data active means binding response below about 67% or above about 130%
CRFR2-BP ag = agonists of human CRF-binding protein/CRF-R2 receptor complex | 350,000 compounds, 0.46% hits | activation, % at 13.2 µM | HEK293 CRF-R2/CRF-BP, calcium dye fluorescence (FLIPR); percent of saturating CRF peptide response | AID 588473;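 active means activation of at least 50%, plus an integration ratio under a set limit after plate pattern correction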;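 further: plate controls were neutral control wells without compound for no effect and CRF at EC100 for full effect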
SUMO HTRF inh = inhibitors of human SUMOylation (UBC9); 290,000 compounds, 0.36% hits; AID 2006; HTRF SUMOylation assay, SAE1/SAE2 + UBC9, in vitro; P63279; inhibition, % at 35 µM; in the data active means inhibition above about 50%, passing the limit was not always enough; further: strong numbers were not always called active
Target sequence (P63279 whole entry, looked up): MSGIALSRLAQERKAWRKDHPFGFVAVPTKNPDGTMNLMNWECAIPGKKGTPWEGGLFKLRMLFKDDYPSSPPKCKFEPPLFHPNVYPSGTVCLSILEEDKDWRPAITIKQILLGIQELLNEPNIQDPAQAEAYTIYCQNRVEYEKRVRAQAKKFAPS
CRFBP-R2 block = antagonists of CRF-binding protein/CRF-R2 receptor complex; HEK293 CRF-R2/CRF-BP, CRF-induced calcium fluorescence; inhibition, % at 11.8 µM; 350,000 compounds, 0.59% hits; AID 588475;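 active means inhibition of the ligand-induced calcium signal above about 50% at the single tested concentration, limit read from the data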
MEKK3 PB1 HTS = modulators (inhibitors or enhancers) of MEK5 binding to human MEKK3 PB1 domain; Q99759; bead-based flow cytometry, Alexa488-MEK5 binding to MEKK3; actives lie on both sides; 0 = blocked by unlabeled MEK5, 100 = vehicle; binding response (% of control), % at 10 µM; 290,000 compounds, 1.4% hits; AID 1529;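 active means binding response more than 3 SD above or below the average of its plate-row segment, actives on both sides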;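 further: Alexa488 bead fluorescence after subtracting the streptavidin-only scavenger bead signal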
Target sequence (Q99759 whole entry, looked up, the tested form may be a part): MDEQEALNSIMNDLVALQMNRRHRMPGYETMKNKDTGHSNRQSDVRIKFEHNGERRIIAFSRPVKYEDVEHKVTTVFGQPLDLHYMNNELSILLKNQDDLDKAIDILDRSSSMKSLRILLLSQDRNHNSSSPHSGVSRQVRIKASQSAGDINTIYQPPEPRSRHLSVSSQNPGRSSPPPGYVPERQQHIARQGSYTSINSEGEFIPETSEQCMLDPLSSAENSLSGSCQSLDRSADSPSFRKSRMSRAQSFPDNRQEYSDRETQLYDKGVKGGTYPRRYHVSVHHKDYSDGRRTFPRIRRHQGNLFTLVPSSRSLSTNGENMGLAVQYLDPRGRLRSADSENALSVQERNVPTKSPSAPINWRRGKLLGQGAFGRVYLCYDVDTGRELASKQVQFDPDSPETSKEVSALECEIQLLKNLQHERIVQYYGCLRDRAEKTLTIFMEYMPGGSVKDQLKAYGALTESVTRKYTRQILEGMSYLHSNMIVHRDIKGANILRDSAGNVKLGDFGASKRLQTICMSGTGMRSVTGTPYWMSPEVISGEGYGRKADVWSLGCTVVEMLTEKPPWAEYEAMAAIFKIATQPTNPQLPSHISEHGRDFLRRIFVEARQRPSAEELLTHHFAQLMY
MEKK2 mut-MEK5 = signal of MEK5 binding to mutant human MEKK2 PB1 domain; bead flow cytometry, Alexa488-MEK5 binding to MEKK2 mutant; percent response, % at 10 µM; 290,000 compounds, 0.35% hits; in the data active means percent response above about 24%, passing the limit was not always enough; further: inactives centre near 1; some results filed as inactive read as strong as hits
GalR3 antag = antagonists of human GalR3. AID 651719. inhibition, % at 3 µM. O60755. HEK293 GalR3-CNG cAMP membrane potential fluorescence; galR3 body fused to GalR1 C-terminus. 360,000 compounds, 0.44% hits;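 active means inhibition above the screen-wide average plus 3 SD, cut at about 13% in these data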;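 further: forskolin and galanin both at EC90 stimulate the cells; cAMP rise reported by CNG channel membrane potential dye signal; 0% = forskolin plus galanin with DMSO and 100% = forskolin alone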
Target sequence (O60755 1-299 limits assumed): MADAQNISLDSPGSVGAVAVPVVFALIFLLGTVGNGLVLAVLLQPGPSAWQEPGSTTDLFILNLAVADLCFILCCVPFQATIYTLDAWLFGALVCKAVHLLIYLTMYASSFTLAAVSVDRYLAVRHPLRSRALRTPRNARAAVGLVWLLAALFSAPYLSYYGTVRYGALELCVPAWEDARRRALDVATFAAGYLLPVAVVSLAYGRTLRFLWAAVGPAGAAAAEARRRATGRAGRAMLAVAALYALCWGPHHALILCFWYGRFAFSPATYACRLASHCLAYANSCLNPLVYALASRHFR
HCV NS3 hel inh = blocks Hepatitis C virus NS3 helicase unwinding. NS3 helicase DNA unwinding, Cy5 molecular beacon fluorescence. inhibition, % at 10.9 µM. 290,000 compounds, 0.56% hits. AID 1800;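 active means inhibition above the mean of all tested compounds plus 3 SD, set per campaign, cut at about 35% in these data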;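 further: 0% = DMSO wells and 100% = thioflavine S control wells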
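test system = hepatitis C virus NS3 helicase domain fragment enzyme | reagent = annealed dual-labelled DNA beacon duplex, ATP-started | times = 1 h at 25 °C | detection = Cy5 fluorescence, 0 and 60 min reads | read-out basis = percent inhibition from t60/t0 fluorescence ratio | control set = DMSO and thioflavine S | replication = one well per compound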
DNA FID counter = fluorescent intercalator displacement, NS3 helicase counter-screen; DNA fluorescent intercalator displacement, fluorescence; inhibition, % at 7.9 µM; 290,000 compounds, 0.17% hits; AID 1845; in the data active means inhibition above about 37%;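 further: 0% = vehicle and 100% = reference compound; higher means more ethidium bromide displaced from hairpin DNA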
Starred values were filed as active, the others as inactive. The list is partial; rates above refer to the full screens.

`O=C1NC(=O)/C(=C\c2ccc(Oc3cnccn3)cc2)S1` gave MEKK2wt PB1 HTS 90, CRFR2-BP ag -2.5, SUMO HTRF inh 8, CRFBP-R2 block 9, MEKK3 PB1 HTS 94, MEKK2 mut-MEK5 -7, GalR3 antag -7, HCV NS3 hel inh -4 and DNA FID counter -5.
COc1ccc(S(=O)(=O)Cc2ccc(C(=O)O)o2)cc1 was read as MEKK2wt PB1 HTS 99, CRFR2-BP ag 0.4, SUMO HTRF inh 8, CRFBP-R2 block 29, MEKK3 PB1 HTS 100, MEKK2 mut-MEK5 -1, GalR3 antag -7, HCV NS3 hel inh 10 and DNA FID counter -2.
CCC(CC)c1nnc(NC(=O)C2CCCO2)s1 (stereo unspecified) was read as MEKK2wt PB1 HTS 96, CRFR2-BP ag 3.6, SUMO HTRF inh -11, CRFBP-R2 block 0, MEKK3 PB1 HTS 100, MEKK2 mut-MEK5 -5, GalR3 antag -2, HCV NS3 hel inh 14 and DNA FID counter -3.
CCOC(=O)N=S(N)(=O)c1ccccc1 (stereo unspecified) was read as MEKK2wt PB1 HTS 98, CRFR2-BP ag 0.4, SUMO HTRF inh -5, CRFBP-R2 block 45, MEKK3 PB1 HTS 98, MEKK2 mut-MEK5 0, GalR3 antag -5, HCV NS3 hel inh -2 and DNA FID counter 1.
`Cc1ccc(SCCCCN2C(=O)NC(C)(C)C2=O)cc1` gave MEKK2wt PB1 HTS 87, CRFR2-BP ag 0.1, SUMO HTRF inh 11, CRFBP-R2 block -11, MEKK3 PB1 HTS 80, MEKK2 mut-MEK5 -10, GalR3 antag -3, HCV NS3 hel inh 2 and DNA FID counter -6.
For CCCc1c(C(=O)Nc2cc(C(C)(C)C)on2)cnn1-c1ccccc1 the results were MEKK2wt PB1 HTS 96, CRFR2-BP ag -2.6, SUMO HTRF inh 19, CRFBP-R2 block -2, MEKK3 PB1 HTS 100, MEKK2 mut-MEK5 0, GalR3 antag 1, HCV NS3 hel inh -8 and DNA FID counter -4.
`O=C(O)c1[nH]c2ccc(Cl)cc2c1CC(=O)N1CCN(c2ccccc2)CC1` gave MEKK2wt PB1 HTS 98, CRFR2-BP ag -2.8, SUMO HTRF inh -16, CRFBP-R2 block 6, MEKK3 PB1 HTS 102, MEKK2 mut-MEK5 -1, GalR3 antag 1, HCV NS3 hel inh -1 and DNA FID counter -35.
CCCCC(=O)NC(c1ccco1)c1c(O)ccc2ccccc12 (stereo unspecified) was read as MEKK2wt PB1 HTS 102, CRFR2-BP ag -1.1, SUMO HTRF inh 17, CRFBP-R2 block -2, MEKK3 PB1 HTS 100, MEKK2 mut-MEK5 3, GalR3 antag -4, HCV NS3 hel inh -2 and DNA FID counter -6.
`CC(C)c1ccc(/C=C2\SC(=O)N(CC(=O)NC3C=CS(=O)(=O)C3)C2=O)cc1` (stereo unspecified) gave MEKK2wt PB1 HTS 96, CRFR2-BP ag 1.0, SUMO HTRF inh 36, CRFBP-R2 block -13, MEKK3 PB1 HTS 97, MEKK2 mut-MEK5 -7, GalR3 antag 0, HCV NS3 hel inh -3 and DNA FID counter -17.
For CCn1c2ccccc2c2cc(CN3CCN(S(C)(=O)=O)CC3)ccc21 the results were MEKK2wt PB1 HTS 80, CRFR2-BP ag 0.4, SUMO HTRF inh -3, CRFBP-R2 block -17, MEKK3 PB1 HTS 80, MEKK2 mut-MEK5 -3, GalR3 antag 1, HCV NS3 hel inh -28 and DNA FID counter -7.
For Cc1cccc(-n2cnc(C(=O)Nc3cccnc3)c2)n1 the results were MEKK2wt PB1 HTS 98, CRFR2-BP ag 1.8, SUMO HTRF inh 10, CRFBP-R2 block -4, MEKK3 PB1 HTS 100, MEKK2 mut-MEK5 0, GalR3 antag -2, HCV NS3 hel inh -1 and DNA FID counter 1.
For O=S(=O)(c1ccc(F)cc1)N1CCCN(Cc2c(F)cccc2F)CC1 the results were MEKK2wt PB1 HTS 106, CRFR2-BP ag -1.5, SUMO HTRF inh 11, CRFBP-R2 block 3, MEKK3 PB1 HTS 103, MEKK2 mut-MEK5 4, GalR3 antag -11, HCV NS3 hel inh 2 and DNA FID counter -16.
`CCc1ccc(-c2cc3c(=O)n(CC(=O)NCc4ccccc4F)ncn3n2)cc1` gave MEKK2wt PB1 HTS 97, CRFR2-BP ag 1.1, SUMO HTRF inh 27, CRFBP-R2 block -1, MEKK3 PB1 HTS 95, MEKK2 mut-MEK5 0, GalR3 antag -11, HCV NS3 hel inh 1 and DNA FID counter -3.
CCOC(=O)C1(Cc2ccccc2)CCN(Cc2ccc3cc(NC(C)=O)ccc3n2)CC1 was read as MEKK2wt PB1 HTS 106, CRFR2-BP ag 1.3, SUMO HTRF inh 16, CRFBP-R2 block 6, MEKK3 PB1 HTS 102, MEKK2 mut-MEK5 4, GalR3 antag -1, HCV NS3 hel inh -12 and DNA FID counter 5.
Screening CN=C1SC(CC(=O)Nc2c(C)cccc2C)C(=O)N1/N=C/c1cccs1 (stereo unspecified) returned MEKK2wt PB1 HTS 104, CRFR2-BP ag -0.5, SUMO HTRF inh -5, CRFBP-R2 block 31, MEKK3 PB1 HTS 100, MEKK2 mut-MEK5 -1, GalR3 antag -2, HCV NS3 hel inh -17 and DNA FID counter -13.
`Cc1ccc(CNC(=O)c2cc3c(=O)n(C)c4ccccc4c3n2C)o1` gave MEKK2wt PB1 HTS 100, CRFR2-BP ag -1.8, SUMO HTRF inh 10, CRFBP-R2 block 11, MEKK3 PB1 HTS 98, MEKK2 mut-MEK5 0, GalR3 antag 3, HCV NS3 hel inh -3 and DNA FID counter -10.
`O=C(Nc1ccccc1)c1cccc(S(=O)(=O)N2CCCCC2)c1` gave MEKK2wt PB1 HTS 96, CRFR2-BP ag -1.4, SUMO HTRF inh 13, CRFBP-R2 block 13, MEKK3 PB1 HTS 99, MEKK2 mut-MEK5 -4, GalR3 antag -3, HCV NS3 hel inh 3 and DNA FID counter -17.
For O=C(Oc1ccc(C(=S)N2CCOCC2)cc1)c1cccc([N+](=O)[O-])c1 the results were MEKK2wt PB1 HTS 101, CRFR2-BP ag 5.5, SUMO HTRF inh 2, CRFBP-R2 block 29, MEKK3 PB1 HTS 99, MEKK2 mut-MEK5 13, GalR3 antag -6, HCV NS3 hel inh 5 and DNA FID counter -6.
`Cc1cc(NC(=O)CSc2nnc(Nc3ccccc3C)s2)no1` gave MEKK2wt PB1 HTS 107, CRFR2-BP ag -1.2, SUMO HTRF inh 51, CRFBP-R2 block 6, MEKK3 PB1 HTS 106, MEKK2 mut-MEK5 14, GalR3 antag -7, HCV NS3 hel inh 5 and DNA FID counter -6.
Screening COCCN1C(=O)N[C@@H](CCc2ccccc2)C(C(C)=O)=C1C returned MEKK2wt PB1 HTS 95, CRFR2-BP ag 4.8, SUMO HTRF inh 0, CRFBP-R2 block 1, MEKK3 PB1 HTS 102, MEKK2 mut-MEK5 -5, HCV NS3 hel inh 13 and DNA FID counter -2.
For COc1cc2oc3ccc(C#Cc4ccccn4)cc3c(=O)c2cc1OC the results were MEKK2wt PB1 HTS 97, CRFR2-BP ag 3.5, CRFBP-R2 block 32, MEKK3 PB1 HTS 101, MEKK2 mut-MEK5 0 and GalR3 antag 1.
For O=C(COC(=O)CCCN1C(=O)c2cccc3cccc(c23)C1=O)Nc1cccc(C(F)(F)F)c1 the results were MEKK2wt PB1 HTS 97, CRFR2-BP ag 0.6, SUMO HTRF inh -6, CRFBP-R2 block 17, MEKK3 PB1 HTS 92, MEKK2 mut-MEK5 -2, GalR3 antag 0, HCV NS3 hel inh 3 and DNA FID counter -7.
`Cc1cc2nc(-c3ccc(SCC(=O)Nc4ccc5c(c4)OCCO5)nc3)[nH]c2cc1C` gave MEKK2wt PB1 HTS 114, CRFR2-BP ag 0.6, SUMO HTRF inh -24, CRFBP-R2 block 13, MEKK3 PB1 HTS 102, MEKK2 mut-MEK5 0, GalR3 antag -9, HCV NS3 hel inh -14 and DNA FID counter -1.
For CCOc1ccc(NC(=O)Cc2cccc3ccccc23)c([N+](=O)[O-])c1 the results were MEKK2wt PB1 HTS 102, CRFR2-BP ag 0.7, SUMO HTRF inh 10, CRFBP-R2 block -2, MEKK3 PB1 HTS 100, MEKK2 mut-MEK5 1, GalR3 antag -3, HCV NS3 hel inh -5 and DNA FID counter 1.
For CCc1ccccc1NC1c2ccccc2C(=O)N1c1cccnc1 (stereo unspecified) the results were MEKK2wt PB1 HTS 106, CRFR2-BP ag -4.7, SUMO HTRF inh 25, CRFBP-R2 block -5, MEKK3 PB1 HTS 105, MEKK2 mut-MEK5 3, GalR3 antag 0, HCV NS3 hel inh 3 and DNA FID counter -12.
`CCCCn1c(=O)cc(O)c2ccccc21` gave MEKK2wt PB1 HTS 97, CRFR2-BP ag 0.7, SUMO HTRF inh 11, CRFBP-R2 block 9, MEKK3 PB1 HTS 100, MEKK2 mut-MEK5 3, GalR3 antag -3, HCV NS3 hel inh 9 and DNA FID counter 0.
c1ccc2[nH]c(SN3CCOCC3)nc2c1 was read as MEKK2wt PB1 HTS 89, SUMO HTRF inh -3, MEKK3 PB1 HTS 95, MEKK2 mut-MEK5 -6, HCV NS3 hel inh -3 and DNA FID counter 3.
Screening O=C(Nc1ccc(S(=O)(=O)Nc2ncccn2)cc1)c1cccnc1 returned MEKK2wt PB1 HTS 102, CRFR2-BP ag -3.0, SUMO HTRF inh 12, CRFBP-R2 block 18, MEKK3 PB1 HTS 104, MEKK2 mut-MEK5 -2, GalR3 antag -6, HCV NS3 hel inh -3 and DNA FID counter 2.
Screening CCOC(=O)Cc1csc(NC(=O)c2ccncc2)n1 returned MEKK2wt PB1 HTS 99, CRFR2-BP ag 4.0, SUMO HTRF inh -4, CRFBP-R2 block -2, MEKK3 PB1 HTS 101, MEKK2 mut-MEK5 -1, GalR3 antag -2, HCV NS3 hel inh -1 and DNA FID counter -5.
`COc1ccc(/C=C/c2cc[n+](C(=O)Cc3ccccc3)cc2)cc1` gave MEKK2wt PB1 HTS 113, CRFR2-BP ag -2.7, SUMO HTRF inh 15, CRFBP-R2 block 3, MEKK3 PB1 HTS 81, MEKK2 mut-MEK5 8, GalR3 antag -6, HCV NS3 hel inh -42 and DNA FID counter 11.

An excerpt from above in order of SMILES length, smallest number first:
c1ccc2[nH]c(SN3CCOCC3)nc2c1 was read as MEKK2wt PB1 HTS 89, SUMO HTRF inh -3, MEKK3 PB1 HTS 95, MEKK2 mut-MEK5 -6, HCV NS3 hel inh -3 and DNA FID counter 3.
Screening O=C(Nc1ccc(S(=O)(=O)Nc2ncccn2)cc1)c1cccnc1 returned MEKK2wt PB1 HTS 102, CRFR2-BP ag -3.0, SUMO HTRF inh 12, CRFBP-R2 block 18, MEKK3 PB1 HTS 104, MEKK2 mut-MEK5 -2, GalR3 antag -6, HCV NS3 hel inh -3 and DNA FID counter 2.
For CCOc1ccc(NC(=O)Cc2cccc3ccccc23)c([N+](=O)[O-])c1 the results were MEKK2wt PB1 HTS 102, CRFR2-BP ag 0.7, SUMO HTRF inh 10, CRFBP-R2 block -2, MEKK3 PB1 HTS 100, MEKK2 mut-MEK5 1, GalR3 antag -3, HCV NS3 hel inh -5 and DNA FID counter 1.
